Platelet DG rel: platelet dense granule release activity; human platelet-rich plasma, SFLLRN dense granule ATP release, luminescence; inhibition, %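 (compounds screened at 7.5 µM in platelet-rich plasma)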; 300,000 compounds, 0.22% hits;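 active = mean replicate score, as percent of positive control, at or above 50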
DYRK1A inh: blocks rat Dyrk1A kinase activity | Q63470 | ADP-Glo luminescence, NFATc1 peptide | inhibition, % at 12.5 µM | 310,000 compounds, 0.43% hits; in the data active = inhibition above about 50%;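 note: plate controls were vehicle with enzyme for no effect and no enzyme for full effect; many of its hits are not listed in these tables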
KCNK3 inh: human KCNK3 channel inhibition, primary screen. AID 602410. 340,000 compounds, 0.84% hits. B-score at 10 µM. CHO-KCNK3 thallium flux, FluxOR fluorescence; stronger effect = lower value. O14649;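 active = B-score under library mean minus 4 SD, starting fluorescence ratio at most library mean plus 5 SD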;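 note: more negative B-score means stronger inhibition of thallium flux through KCNK3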
TRPC4 PAM: allosterically enhances the mouse TRPC4 cation channel; 310,000 compounds, 0.42% hits; B-score at 10 µM; HEK293 TRPC4beta/mu-opioid, DAMGO EC20, Fluo-4 Ca2+ flux; stronger effect = higher value; Q9QUQ5;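 active = B-score of calcium response area above 5 SD of library B-scores, with initial fluorescence ratio within 5 SD of library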;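 note: B-score of integrated fluorescence ratio over time as area under calcium response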
KCNK9 block: inhibitors of human KCNK9 two-pore domain potassium channel | HEK293 KCNK9, FluxOR thallium flux fluorescence; stronger effect = lower value | B-score at 10 µM | 310,000 compounds, 1.2% hits | AID 488922;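 active = ratio B-score over 3 SD below the library mean, with starting fluorescence within 5 SD of its mean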;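 note: negative B-score means less thallium flux so channel inhibition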
TRPC4 inh: inhibitors of mouse TRPC4 channel. HEK293 TRPC4beta/mu-opioid, DAMGO-evoked Fluo4 calcium flux; stronger effect = lower value. B-score at 10 µM. 300,000 compounds, 0.39% hits;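 active = B-score over 3 SD under the library average, no early fluorescence shift, positive overall ratio signal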
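Assay system – HEK293 line stably carrying TRPC4beta and mu-opioid receptor · Doses – single dose · Detection – Fluo4 calcium-dye fluorescence, kinetic read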
PolyA inhibitor: yeast polyadenylation inhibition. S. cerevisiae SKY197-pL101 polyadenylation reporter, beta-gal luminescence; efflux-impaired pdr1/pdr3 knockout yeast; score 100 = 6 SD above DMSO. calls only at 12 µM. 300,000 compounds, 0.02% hits;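 active = lowest replicate activity score at least 50, where 100 means six control SD above control mean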;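 note: yeast exposed to compound for 9 h at 30 °C; higher score means more reporter readthrough which indicates perturbed polyadenylation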
TRPC4 act: TRPC4 (mouse) channel activation; Q9QUQ5; HEK293 TRPC4beta/mu-opioid, Fluo4 calcium fluorescence; stronger effect = higher value; B-score at 10 µM; 310,000 compounds, 0.49% hits;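 active = B-score above 5 SD of library B-scores, and initial fluorescence ratio not above library mean plus 5 SD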;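 note: positive B-score marks a calcium rise read as TRPC4 activation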
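system = HEK293 cells stably co-expressing mouse TRPC4beta and mu-opioid receptor | schedule = Fluo4 dye loading 45 min at room temperature, 110 s recording | measure = B-scored integrated calcium fluorescence ratio | signal = Fluo4 calcium-sensitive dye fluorescence, kinetic, 1 Hz baseline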
KCNQ1 act: human KCNQ1 channel potentiation or activation | P51787 | CHO-K1 KCNQ1, thallium flux FluxOR fluorescence; stronger effect = higher value | B-score at 10 µM | 310,000 compounds, 0.35% hits;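 active = fluorescence ratio B-score, a plate-corrected score, at least three library SD, with initial intensity B-score within 5 SD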
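System: Stable KCNQ1 CHO-K1 line | Incubation: 90 min dye loading and 20 min compound exposure, both at room temperature | Measure: Ratio B score | Medium: Assay buffer for compound exposure, DMSO matched across wells | Compound dosing: Single-concentration screen | Probe or stimulus: K+/Tl+ depolarizing stimulus | Measured by: Kinetic FluxOR fluorescence, 10 s baseline plus 110 s post-stimulus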
hERG rescue: hERG (human) protection from proarrhythmic block; AID 1511; Q12809; activation (rescue from dofetilide block), less the hit threshold, % at 10 µM; 310,000 compounds, 0.51% hits; CHO-hERG, FluxOR thallium flux, dofetilide IC70 present;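 active = activation above the mean of controls blocked by dofetilide plus 5 SD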;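 note: thallium influx through hERG after potassium depolarization seen as dye fluorescence rise; in these data hits start at about 4.7%; inactives centre near -7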
Target sequence (Q12809 whole entry, looked up): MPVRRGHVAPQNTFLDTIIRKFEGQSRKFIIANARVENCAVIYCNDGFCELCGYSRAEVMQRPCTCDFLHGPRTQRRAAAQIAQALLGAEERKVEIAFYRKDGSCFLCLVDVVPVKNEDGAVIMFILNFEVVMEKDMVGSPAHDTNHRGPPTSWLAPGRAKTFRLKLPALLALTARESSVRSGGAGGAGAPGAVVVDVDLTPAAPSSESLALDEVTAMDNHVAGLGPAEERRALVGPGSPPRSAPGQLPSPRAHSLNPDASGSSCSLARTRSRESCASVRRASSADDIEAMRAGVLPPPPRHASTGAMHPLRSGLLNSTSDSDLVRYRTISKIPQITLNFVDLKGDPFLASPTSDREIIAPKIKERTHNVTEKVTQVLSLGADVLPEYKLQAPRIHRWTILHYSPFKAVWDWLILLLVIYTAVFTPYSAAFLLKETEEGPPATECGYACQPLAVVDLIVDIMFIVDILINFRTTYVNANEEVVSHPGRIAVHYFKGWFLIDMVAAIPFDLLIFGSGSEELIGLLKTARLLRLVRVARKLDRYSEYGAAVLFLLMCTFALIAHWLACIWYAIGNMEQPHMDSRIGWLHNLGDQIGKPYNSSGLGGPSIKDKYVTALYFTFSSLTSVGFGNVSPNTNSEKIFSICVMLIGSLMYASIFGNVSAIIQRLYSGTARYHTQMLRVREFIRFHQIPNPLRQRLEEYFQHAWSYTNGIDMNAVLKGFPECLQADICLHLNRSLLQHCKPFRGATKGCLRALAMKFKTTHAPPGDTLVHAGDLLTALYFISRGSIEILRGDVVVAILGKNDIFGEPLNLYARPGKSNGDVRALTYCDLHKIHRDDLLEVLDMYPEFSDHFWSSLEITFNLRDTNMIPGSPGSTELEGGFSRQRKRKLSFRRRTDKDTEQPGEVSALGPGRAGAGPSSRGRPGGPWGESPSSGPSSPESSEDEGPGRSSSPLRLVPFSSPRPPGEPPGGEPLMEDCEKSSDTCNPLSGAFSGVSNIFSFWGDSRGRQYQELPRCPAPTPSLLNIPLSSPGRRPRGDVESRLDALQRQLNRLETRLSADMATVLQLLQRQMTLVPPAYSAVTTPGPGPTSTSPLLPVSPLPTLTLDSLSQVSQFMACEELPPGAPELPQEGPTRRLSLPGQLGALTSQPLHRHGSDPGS
KCNQ1 block: human KCNQ1 channel inhibition; B-score at 10 µM; 310,000 compounds, 1.3% hits; AID 2642; CHO-K1 KCNQ1, FluxOR thallium flux fluorescence; stronger effect = higher value;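 active = compounds whose thallium flux B-score, printed positive for inhibition, exceeds three library SD while starting fluorescence stays within three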;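 note: channel opened by potassium depolarization with thallium stimulus after 20 min compound exposure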
An asterisk follows results filed as active; i = inactive; / = not tested or not shown. A portion of the library; rates above refer to the full screens.

SMILES,Platelet DG rel,DYRK1A inh,KCNK3 inh,TRPC4 PAM,KCNK9 block,TRPC4 inh,PolyA inhibitor,TRPC4 act,KCNQ1 act,hERG rescue,KCNQ1 block
Cc1ccc(-n2c(=O)cc(N3CCC(C)CC3)[nH]c2=O)cc1,-0.5,2.8,i,i,i,i,i,i,i,-7.2,i
COc1ccc(NC(=O)Nc2ccc(Br)cn2)cc1OC,-1.6,-6.5,i,i,i,i,i,i,i,-7.2,i
COc1ccc(C2C(C(=O)c3ccc(C)o3)=C(O)C(=O)N2Cc2ccco2)cc1OC (centres undefined),-2.4,-3.1,i,i,i,i,i,i,i,-7.8,i
CCn1cc(C(=O)N[C@H](C(=O)NCCO)C(C)C)c(=O)c2cc3c(cc21)OCO3,2.8,0.3,i,i,i,i,i,i,i,-2.6,i
c1ccc(Oc2nc3ccccc3n3cccc23)cc1,-14.0,5.9,i,i,i,i,i,i,i,-4.2,i
CCOC(=O)CSc1nc(C)c2ccc(C)cc2n1,1.0,7.8,i,i,i,i,i,i,i,1.7,i
CC(=O)c1cccc(NC(=O)/C(=C/c2ccco2)NC(=O)c2ccco2)c1,0.0,2.0,i,i,i,i,i,i,i,-11.1,i
COc1ccc(Nc2nnc(SCC3CCCO3)s2)cc1 (centres undefined),4.9,1.6,i,i,i,i,i,i,i,-15.2,i
COc1ccc(C2=NN(C(=O)CSc3nnc(-c4ccccc4F)o3)C(c3ccco3)C2)cc1 (centres undefined),3.1,5.7,i,i,i,i,i,i,i,-4.5,i
CC(=O)c1cccc(NC(=O)COC(=O)c2ccccn2)c1,-15.1,-1.9,i,i,i,i,i,i,i,-3.0,i
COc1ccc(OC)c(C(=O)/C=C/c2ccccc2C(F)(F)F)c1,-2.8,-1.5,i,i,i,i,i,i,i,-11.5,i
O=C(CCCN1C(=O)/C(=C/c2ccccc2)SC1=S)Nc1ccc(C(=O)O)c(O)c1,4.1,-4.2,i,i,i,i,i,i,i,-14.3,i
COC(=O)c1cc(C(=O)OCC(=O)NNC(=O)c2cccs2)cc([N+](=O)[O-])c1,0.2,4.0,i,i,i,i,i,i,i,-10.2,i
O=S(=O)(c1ccc(Cl)cc1)N1CCCC1c1nc(-c2cccc(Cl)c2)no1 (centres undefined),-1.3,2.0,i,i,i,i,i,i,i,-17.8,i
CCCN(CCC)C(=O)CCSCCC(=O)N(CCC)CCC,-1.7,-3.2,i,i,i,i,i,i,i,-4.5,i
Oc1ccc[n+](/C=C\c2ccccc2)c1,-1.9,-8.1,i,i,i,i,i,i,i,-8.3,i
O=C1CNC(=S)N1CCc1ccc(Cl)cc1,4.5,/,i,i,i,i,i,i,i,-4.8,i
Cc1c(Cl)cccc1NC(=O)c1nc(C)n(-c2cc(OC(C)C)c(Cl)cc2Cl)n1,11.2,-1.4,i,i,i,i,i,i,i,-10.3,i
CCN(CC)CCNC(=O)c1sc2ncn(CC(=O)Nc3ccc(C)c(Cl)c3)c(=O)c2c1C,-0.3,3.2,i,i,i,i,i,i,i,-11.5,i
COc1cccc(CN2CC(C(=O)N(C)CCc3ccccc3)CCC2=O)c1 (centres undefined),-12.8,-3.3,i,i,i,i,i,i,i,-4.5,i
O=S(=O)(CC(O)CS(=O)(=O)c1ccc(Cl)cc1)c1ccccc1 (centres undefined),1.4,-2.8,i,i,i,i,i,i,i,-6.5,i
CN(C)CCNc1ncnc2c1sc1nc(-c3ccccc3)c3c(c12)CCCC3,-2.1,21.9,i,i,i,i,i,i,i,-28.5,i
COc1cc2[nH]c(C(=O)NCC3CCCO3)cc2c(OC)c1OC (centres undefined),-3.5,0.1,i,i,i,i,i,i,i,0.3,i
Cc1cccc(N(CC(=O)NCCSc2nc3ccccc3s2)S(=O)(=O)c2ccccc2)c1,-13.4,/,/,i,i,i,i,i,i,-4.4,i
CCOc1ccc2nc(N3C(=O)CNC3=S)sc2c1,-4.1,-4.9,i,i,i,i,i,i,i,-3.1,i

SMILES,Platelet DG rel,DYRK1A inh,KCNK3 inh,TRPC4 PAM,KCNK9 block,TRPC4 inh,PolyA inhibitor,TRPC4 act,KCNQ1 act,hERG rescue,KCNQ1 block
O=C(/C=C/c1ncc(C(F)(F)F)cc1Cl)OCc1ccccc1,-0.3,-5.1,i,i,i,i,i,i,i,-7.6,i
O=C1COc2cccnc2N1,-1.4,-3.4,i,i,i,i,i,i,i,-11.1,i
CCOC(=O)N1CCN(C(=O)C2CCN(Cc3cccc(OCc4ccccc4)c3)CC2)CC1,-9.3,2.4,i,i,i,i,i,i,i,-5.5,i
Cc1ccccc1NS(=O)(=O)c1cc2c(cc1C)N(C)CCO2,4.5,-3.8,i,i,i,i,i,i,i,-9.7,i
Cc1ccc(-c2nc3ccccc3c(=O)n2O)cc1,5.6,-6.8,i,i,i,i,i,i,i,7.7*,i
CC(=O)NCCC(=O)Nc1ccc(C)c(F)c1,11.5,0.3,i,i,i,i,i,i,i,5.4*,i
COc1ccc(C2(CNC(=O)c3ccccc3)CCOCC2)cc1,/,/,i,i,i,i,i,i,i,-8.4,i
Cc1c(C)n(C)c2ccc(C(=O)NCCCN3CCCCC3C)cc12 (centres undefined),0.0,/,i,i,i,i,i,i,i,-7.6,i
CCOc1cc(NC(=O)c2ccccc2OC)c(OCC)cc1NC(=O)c1ccccc1,3.4,/,i,i,i,i,i,i,i,-7.9,i
O=C(CN(C(=O)CCC(=O)Nc1nccs1)c1ccccc1F)NCc1ccc2c(c1)OCO2,-1.0,-0.2,i,i,i,i,i,i,i,-2.9,i
CCC(C)(C)C1CCc2[nH]nc(C(=O)N/N=C(\C)c3ccco3)c2C1 (centres undefined),3.2,1.8,i,i,i,i,i,i,i,-2.8,i
O=C(O)c1cccc(CSc2ncccn2)c1,-0.6,5.6,i,i,i,i,/,i,i,-4.0,i
Cc1cc(C)cc(NC(=O)N2CCCC2C(=O)Nc2ccc(-n3cnnn3)c(C)c2)c1 (centres undefined),-19.6,-0.9,i,i,i,i,i,i,i,-2.3,i
CC(=O)c1c(OC(=O)c2ccccc2)c2ccccc2n1C,9.4,-2.3,i,i,i,i,i,i,i,-13.5,i
COc1cc2c(cc1OC)C(COc1ccc(F)cc1)NCC2 (centres undefined),-20.6,-0.2,i,i,i,i,i,i,i,-8.6,i
O=C(NC1CCCCC1)c1ccc(OC2CCN(Cc3ccccn3)CC2)cc1,-2.2,-2.5,i,i,i,i,i,i,i,-7.1,i
O=c1[nH]c2ccccc2nc1C(Nc1ccccc1)c1ccccc1 (centres undefined),9.6,-3.5,i,i,i,i,i,i,i,-9.3,i
CCCc1ccc(OCCNC(=O)CC)cc1,4.8,-63.8,i,i,i,i,i,i,i,-10.9,i
O=C(Nc1ccccc1Cl)C1CCCN(S(=O)(=O)c2cccc3cccnc23)C1 (centres undefined),2.6,-0.1,i,i,i,i,i,i,i,-9.4,i
CCCCC(=O)OCc1cn(-c2ccc(Cl)cc2)nn1,4.5,4.1,i,i,i,i,i,i,i,-4.2,i
COc1ccc(C(=O)Nc2ccc(S(=O)(=O)Nc3nccc(C)n3)cc2)cc1[N+](=O)[O-],-0.7,/,i,i,i,i,i,i,i,-1.7,i
Cc1ccc(CNC(=O)C(=O)NCC2OCCN2S(=O)(=O)c2ccc3c(c2)OCCO3)cc1 (centres undefined),5.8,3.4,i,i,i,i,i,i,i,-8.1,i
COC(=O)CCCC(=O)N1CCC(CCC(=O)NC2CC2)CC1,-10.8,/,i,i,i,i,i,i,i,-5.2,i
COc1ccc(N2CCN(CC(=O)Nc3c(C)cc(C)cc3C)CC2)cc1,-0.7,3.0,i,i,i,i,i,i,i,-5.0,i
O=C(O)c1cccc(NS(=O)(=O)c2ccc(Cl)c(C(=O)O)c2)c1,-0.6,0.7,i,i,i,i,i,i,i,-5.7,i

SMILES,Platelet DG rel,DYRK1A inh,KCNK3 inh,TRPC4 PAM,KCNK9 block,TRPC4 inh,PolyA inhibitor,TRPC4 act,KCNQ1 act,hERG rescue,KCNQ1 block
CNC(=O)c1ccsc1NC(=O)c1ccc(S(=O)(=O)N2CCOCC2)cc1,5.1,5.0,i,i,i,i,i,i,i,-17.1,i
CCCCNC(=O)N(O)C1N(/N=C/c2ccccc2OC)C(=S)SC1(C)C (centres undefined),-0.4,-3.9,i,i,i,i,/,i,i,-14.6,i
CCc1nnc(NC(=O)CSc2nnc3ncccn23)s1,2.1,5.0,i,i,i,i,i,i,i,-8.5,i
COc1ccccc1OCCNC(=O)C1CCCCC1,-4.4,-7.5,i,i,i,i,i,i,i,-15.7,i
Cc1cc[n+](CC(=O)c2ccc3c(c2)OCCO3)cc1,3.9,-2.3,i,i,i,i,i,i,i,-4.3,i
CC1CC(C)CN(C(=O)C2CCCN(S(=O)(=O)c3cnc[nH]3)C2)C1 (centres undefined),1.9,-4.4,i,i,i,i,i,i,i,-15.5,i
COC(=O)c1cc(S(=O)(=O)NCc2ccc(S(N)(=O)=O)cc2)oc1C,-22.5,-8.3,i,i,i,i,i,i,i,-6.3,i
CCOC(=O)CCC(=O)N(CCN(C(=O)CCC(=O)OCC)c1ccccc1)c1ccccc1,-3.7,1.6,i,i,i,i,i,i,i,-10.7,i
CC1CCN(S(=O)(=O)c2cn(CC(=O)N3CC(C)CC(C)C3)c(=O)c3ccccc23)CC1 (centres undefined),7.4,12.1,i,i,i,i,i,i,i,-6.2,i
Cc1nn(C)c(C(=O)NC(=S)Nc2ccccc2O)c1Cl,-9.6,2.0,i,i,i,i,i,i,i,-11.4,i
CN1c2ccccc2C(C)(C)C12CC(c1ccc(Cl)c(S(=O)(=O)N3CCCC3)c1)=NO2 (centres undefined),-4.4,/,/,i,i,i,i,i,i,-4.1,i
COc1ccc(S(=O)(=O)Nc2cc(C(=O)NCCC(C)C)ccc2N2CCOCC2)cc1,-1.8,-1.5,i,i,i,i,i,i,i,-5.1,i

Random excerpt: 2 entries already listed
SMILES,Platelet DG rel,DYRK1A inh,KCNK3 inh,TRPC4 PAM,KCNK9 block,TRPC4 inh,PolyA inhibitor,TRPC4 act,KCNQ1 act,hERG rescue,KCNQ1 block
COC(=O)c1cc(S(=O)(=O)NCc2ccc(S(N)(=O)=O)cc2)oc1C,-22.5,-8.3,i,i,i,i,i,i,i,-6.3,i
CCOC(=O)CCC(=O)N(CCN(C(=O)CCC(=O)OCC)c1ccccc1)c1ccccc1,-3.7,1.6,i,i,i,i,i,i,i,-10.7,i

Screening results deposited in PubChem by several laboratories.
